# Sm TGR block = blocks Schistosoma mansoni thioredoxin glutathione reductase; purified TGR, DTNB reduction, TNB absorbance 405 nm; Potency, µM (top dose mostly 114 µM), inactives show at the top dose activity change, negative = inhibition, most hits filed as inhibitors; 3% of 360,000 active; note: potency is the fitted concentration of half-maximal effect; nearly all actives have a fitted effect of over 60% in size
#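 Kinetic colorimetric format: TGR-catalysed, NADPH-driven DTNB reduction monitored via TNB absorbance. Enzyme dispensed at 20 nM; compound exposure 15 min at room temperature before reaction start.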
# FBPA Giardia inh = inhibitors of Giardia lamblia fructose-1,6-bisphosphate aldolase. purified Giardia FBPA. Potency, µM (highest dose often 59.6 µM), for inactives: at the top dose activity, negative = inhibition, actives largely listed as inhibitors. 0.71% of 290,000 active. AID 2451; note: potency is the fitted concentration of half-maximal effect; nearly all actives have a fitted effect of over 55% in size
# Target sequence (A8B2U2 whole entry, looked up): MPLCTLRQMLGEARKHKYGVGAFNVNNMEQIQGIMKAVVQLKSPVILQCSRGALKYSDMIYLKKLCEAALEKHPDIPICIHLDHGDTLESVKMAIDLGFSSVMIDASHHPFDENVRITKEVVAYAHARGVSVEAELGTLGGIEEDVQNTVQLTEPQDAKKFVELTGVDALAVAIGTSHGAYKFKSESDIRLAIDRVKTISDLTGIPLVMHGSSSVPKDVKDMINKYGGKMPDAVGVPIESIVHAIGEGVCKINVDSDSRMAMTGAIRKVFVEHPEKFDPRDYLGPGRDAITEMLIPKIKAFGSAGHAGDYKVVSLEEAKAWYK
#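 Giardia FBPA (40 nM reagent) was preincubated 10 min at RT with compound (up to 57.5 uM final), then substrate plus GAPDH/TPI/NAD/arsenate coupling system with diaphorase/resazurin was added; resorufin fluorescence (525/598 nm) was read after 20 min.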
# AmpC detergent = AmpC beta-lactamase inhibition with detergent present; P00811; AmpC hydrolysis of nitrocefin, absorbance 480 nm, 0.01% Triton; Potency, µM (series often up to 114 µM), for inactives: at the top dose activity change, negative = inhibition, usual class: inhibitors; 0.041% of 370,000 active;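 note: potency is the fitted concentration of half-maximal effect; 0% = no-compound wells and -100% = no-enzyme wells; nearly all actives have a fitted effect of over 25% in size; some results filed as inactive show a strong effect at the top dose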
# Target sequence (P00811 whole entry, looked up): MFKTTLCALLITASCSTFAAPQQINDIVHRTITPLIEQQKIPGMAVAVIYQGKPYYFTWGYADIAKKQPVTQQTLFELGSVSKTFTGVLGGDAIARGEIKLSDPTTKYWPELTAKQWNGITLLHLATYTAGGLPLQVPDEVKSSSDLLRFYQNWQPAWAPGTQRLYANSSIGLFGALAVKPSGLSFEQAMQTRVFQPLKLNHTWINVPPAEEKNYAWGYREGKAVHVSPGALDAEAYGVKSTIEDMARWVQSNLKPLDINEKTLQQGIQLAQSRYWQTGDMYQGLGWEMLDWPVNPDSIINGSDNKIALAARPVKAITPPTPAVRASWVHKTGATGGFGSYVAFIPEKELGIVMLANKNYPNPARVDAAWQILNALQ
#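 20 mM phosphate pH 7.0 + 0.01% (detergent screen) or 0.0001% Triton X-100; 5.3 nM AmpC reagent; cpd preinc 15 min RT; nitrocefin (800 uM stock) to start; A480 q20 s × 4 min; Activity was normalised to no-enzyme and no-compound control wells.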
# HCMV inh = human cytomegalovirus inhibition; HFF cells, HCMV-luciferase reporter, 72 h; stronger effect = lower value; activity change, negative = inhibition, % at 57.5 µM; 4.5% of 410,000 active; in the data active = activity change below about -60%; inconclusive = no clear call, values can overlap the other calls; inactive = above about -39%
#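 HFF cells seeded 16 h at 37C, treated with compounds, infected with luciferase-reporter HCMV at MOI 1 PFU/cell; luciferase read at 72 h post infection, normalized to buffer-only and Salinomycin controls.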
# AmpC no deterg = blocks E. coli AmpC beta-lactamase in detergent-free assay; P00811; AmpC nitrocefin hydrolysis, absorbance 480 nm, 0.0001% Triton; Potency, µM (titrated, usually from 57.1 µM), for the others: at the highest dose activity change, negative = inhibition, hits mostly inhibitors; 0.52% of 330,000 active; AID 485341;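 note: potency is the fitted concentration of half-maximal effect; plate controls were no compound for no effect and no enzyme for full effect; nearly all actives have a fitted effect of over 20% in size; some results filed as inactive show a strong effect at the top dose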
#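 20 mM phosphate pH 7.0 + 0.01% (detergent screen) or 0.0001% Triton X-100; 5.3 nM AmpC reagent; cpd preinc 15 min RT; nitrocefin (800 uM stock) to start; A480 q20 s × 4 min; Activity was normalised to no-enzyme and no-compound control wells.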
# AMA1 RON2 block = disrupts binding of P. falciparum AMA1 to RON2; AlphaScreen AMA1-biotinylated RON2 peptide binding; Potency, µM (series often up to 58.2 µM), without a hit: at the top dose activity change, negative = inhibition, usual class: inhibitors; 0.2% of 360,000 active; AID 720542;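 note: potency is the fitted concentration of half-maximal effect; 0% = vehicle wells and -100% = peptide control; nearly all actives have a fitted effect of over 45% in size; some results filed as inactive show a strong effect at the top dose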
#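 AMA1 (3D7) with his tag at 25 nM final met compounds first, then biotinylated RON2 peptide at 25 nM; detection used donor plus acceptor beads, 10 µg/mL apiece, read by AlphaScreen after 30 min at room temperature.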
# Starred values were filed as active, the others as inactive; ? = inconclusive; . = not tested or not shown; & = joins results of further samples; [ ] = another dose, or the depositor's remark. Unless noted, calls come from the whole dose curve; as a rule, active = well fitted curve in the direction sought with a large enough effect; inconclusive = small, poorly fitted or top-dose-only effect, or another doubt; inactive = no such curve, though single readings can be large; an effect the other way counts as inactive or inconclusive. Unless noted, % is set by controls: 0 for no effect and ±100 for the full control effect.
SMILES,Sm TGR block,FBPA Giardia inh,AmpC detergent,HCMV inh,AmpC no deterg,AMA1 RON2 block
COc1cccc(-n2ccnc2SCC(=O)Nc2cc(C)on2)c1,0%,1%,-4%,-7,-1%,-5%
CC(/C=C/C(=O)c1ccc(C)cc1)=C\c1ccccc1,2%,-7%,?,77,-29%,-10%
CCOCCn1c(SCc2ccc(C)cc2)nc2c1c(=O)[nH]c(=O)n2C,9%,1%,?,31,-19%,18%
COC(=O)c1sc(NC(=O)COc2cccc(C)c2)nc1C,-1%,-1%,-8%,20,-20%,0%
O=C(CNC(=O)c1cccc(Br)c1)N/N=C/c1cc(Br)cc(Br)c1O,-18%,19%,5%,-3,11µM*,42%[activator]
CNS(=O)(=O)c1cccc(C(=O)NCC(c2cccs2)N2CCOCC2)c1 (stereo unspecified),-3%,.,1%,-16,-5%,11%
CC(Sc1ccc2c(c1)OCCO2)C(=O)Nc1ncc(Cl)cc1Cl (stereo unspecified),-23%,.,-9%,-27,-20%,5%
Cc1ccc2nc(NC(=O)c3ccccn3)sc2c1,12%,?,-2%,-98*,-6%,76%[activator]
Cc1ccc(CNC(=O)c2cccc(N3CCCS3(=O)=O)c2)cc1,6%,.,2%,-2,.,.
COc1cc(S(=O)(=O)NCCN2CCOCC2)ccc1-n1cnnn1,3%,18µM*,-4%,-25,-37%,-3%
C/C(=N\O)c1oc2ccc3c(C)cc(=O)oc3c2c1C,14%,5%,-7%,-63*,-21%,3%
COc1cc(OC)cc(C(=O)Nc2ccc3c(c2)COC3=O)c1,-11%,-3%,?,28,-3%,-8%
CCc1cc2c(=O)c(-c3cnn(-c4ccccc4)c3)c(C(F)(F)F)oc2c(CN(C)C)c1O,-3%,-3%,?,-27,-17%,7%
C=CCSc1nnc(-c2nnc(SCC=C)n2CC)n1CC,-17%,-5%,-10%,-32,0%,-14%
CCOC(=O)CSc1nnc(NC(=O)c2cccc([N+](=O)[O-])c2)s1,-1%,?,?,-22,-21%,11%[2.32 µM]
Cc1ccc(NC(=O)c2ccc(CNS(=O)(=O)c3ccc4c(c3)C(C)(C)C(=O)N4C)cc2)cc1F,-1%,.,6%,-32,.,.
O=C(c1ccoc1)N1CCC2(CC1)Oc1ccc(F)cc1C(=O)C21CC(c2cccnc2)=NO1 (stereo unspecified),-13%,1%,-1%,-1,215%[activator],-1%
CN(C(=O)C1CCC(=O)N(CCc2ccc(Cl)cc2)C1)C1CCOCC1 (stereo unspecified),2%,.,-3%,-9,4%,0%
CSc1ccc(Cl)c(C(=O)OCC(=O)N2CCOCC2)c1,9%,3%,?,0,-10%,-2%
CCOc1ccccc1-n1nnnc1SCC(=O)OC,-2%,0%,5%,?,-9%,-12%
CCc1ccccc1NC(=O)CCN1C(=O)C2C3CCC(C3)C2C1=O (stereo unspecified),-2%,0%,1%,-4,-7%,1%
CCOC(=O)c1ccc(NC(=O)c2c(NCc3sccc3C)sc3c2CCC(C)C3)cc1 (stereo unspecified),-2%,.,1%,-19,.,.
O=C(CN1C(=O)C2CC=C(Cl)CC2C1=O)Nc1ccc(C(=O)O)cc1 (stereo unspecified),-24%,-8%,0%,-4,-6%,4%
COc1ccccc1OCCSc1nc2ccccc2c(=O)[nH]1,-5%,-1%,-1%,53,-22%,-10%
COc1ccc(CCNC(=O)CCCCn2c(=O)c3ccccc3n(CC(=O)Nc3ccc(C)cc3C)c2=O)cc1OC,8%,.,17%,-9,.,.
O=C(NCCCN1CCC(Cc2ccccc2)CC1)C1CCC(=O)N1C1CCCC1 (stereo unspecified),-23%,0%,-4%,8,27%,-6%
Cn1nnnc1NCc1ccc(Cl)cc1,7%,2%,4%,9,-16%,-2%
COC(=O)/C(C#N)=C/N(C)C,-2%,-1%,-5%,44,-19%,5%
CC(=O)/C(=C\Nc1ccc(OCc2ccccc2)cc1)c1ccccc1,-2%,-1%,2%,0,?,-6%
CO/N=C(/CS(=O)Cc1ccc(Cl)cc1)c1ccc(Cl)cc1 (stereo unspecified),8%,4%,-11%,?,20%,6%
CN(C)c1ccnc(N(Cc2ccccc2)Cc2ccccc2)c1C#N,0%,-15%,-4%,.,-41%,-9%
N#C/C(=C/c1cccn1-c1cccc(C(=O)O)c1)c1ccc(F)cc1,5%,23%,-1%,-29,-27%,-12%
COc1ccccc1NC(=O)c1sc2nc3c(cc2c1N)CN(Cc1ccccc1)CC3,7%,.,14%,0,.,.
Cc1cc(C)c(NC(=O)CSCc2c(C)noc2C)c(Cl)c1,3%,.,?,-14,2%,-5%
O=C(Nc1cccnc1)c1ccc(NS(=O)(=O)c2cccc([N+](=O)[O-])c2)cc1,-5%,17%,-2%,-11,-31%,2%
CCOC(=O)c1sc(NC(=O)CCCCl)nc1C,0%,-1%,4%,-24,-20%,2%
COC(=O)C1=C(c2cccc(OCc3ccccc3)c2)C[C@@H]2CC[C@H]1N2C(=O)NCc1ccc(C(F)(F)F)cc1,-1%,.,10%,?,-19%,6%
Cc1cc(=O)n2[nH]cnc2n1,-8%,-17%,0%,19,-21%,-4%
Cc1cc(C(F)(F)F)n(-c2nc(C(=O)Nc3cccnc3)cs2)n1,-11%,1%,-6%,-9,-7%[2.29 µM],-6%
CN(C)c1ccnc(Oc2ccc(F)cc2)c1C#N,16%,1%,-11%,-21,-19%,3%

# Arranged by count of non-hydrogen atoms (low to high): part of the list above.
SMILES,Sm TGR block,FBPA Giardia inh,AmpC detergent,HCMV inh,AmpC no deterg,AMA1 RON2 block
Cn1nnnc1NCc1ccc(Cl)cc1,7%,2%,4%,9,-16%,-2%
Cc1cc(C)c(NC(=O)CSCc2c(C)noc2C)c(Cl)c1,3%,.,?,-14,2%,-5%
Cc1cc(C(F)(F)F)n(-c2nc(C(=O)Nc3cccnc3)cs2)n1,-11%,1%,-6%,-9,-7%[2.29 µM],-6%
CCc1ccccc1NC(=O)CCN1C(=O)C2C3CCC(C3)C2C1=O (stereo unspecified),-2%,0%,1%,-4,-7%,1%
CC(=O)/C(=C\Nc1ccc(OCc2ccccc2)cc1)c1ccccc1,-2%,-1%,2%,0,?,-6%
COc1ccccc1NC(=O)c1sc2nc3c(cc2c1N)CN(Cc1ccccc1)CC3,7%,.,14%,0,.,.

# Other entries follow:
SMILES,Sm TGR block,FBPA Giardia inh,AmpC detergent,HCMV inh,AmpC no deterg,AMA1 RON2 block
CCC1=C2CC[C@H]3C(=O)N(C)C(=O)[C@H]3[C@H]2[C@@]2(Cc3ccccc3)C(=NCCOC)OC(=O)N2C1=O,3%,5%&14%,-2%,-7,-3%,17%
CC1=CC(C)(C)NC(=S)N1c1ccccc1,-1%,-4%,3%,12,-13%,3%
CCCCN(C)C1CCN(C(=S)Nc2cccc(SC)c2)CC1,-3%,5%,2%,-29,-20%,-3%
CCN1CCN(P2(=O)C=C(c3ccccc3)OC(c3ccccc3)=C2)CC1,-27%,4%,-1%,-14,71%[activator],-3%
COc1ccc(C(=O)/C=C(\C)Nc2ccc(NC(C)=O)cc2)cc1,-28%,-8%,4%,51,-4%,-1%
CSCCC(NS(=O)(=O)c1ccc(C)cc1)C(=O)N1CCN(S(=O)(=O)c2ccc(F)cc2)CC1 (stereo unspecified),-2%,.,0%,-27,81%[activator],4%
COc1ccc(C)cc1Nc1nc(-c2c[nH]c3ccccc23)cs1,-14%,-9%,-10%,70,-19%,8%
CCc1ccc(NC(=O)CSCCO)cc1,-8%,2%,-10%,1,-17%,17%
CC(C)[C@H](NC(=O)N1C[C@H]2C[C@@H](C1)c1cccc(=O)n1C2)C(=O)Nc1ccccc1F,-17%,10%,-12%,31,-14%,-1%
CS(=O)(=O)N(CC(=O)Nc1cccnc1)c1ccc2c(c1)OCO2,7%,15%,-4%,94,44%,0%
CNC(=O)C1CN(C(=O)c2cccc(S(=O)(=O)N3c4ccccc4CC3C)c2)c2ccccc2O1 (stereo unspecified),-3%,.,0%,-31,224%[activator],-1%
COC(=O)c1ccccc1NC(=O)c1ccccc1OC,0%,4%,-12%,8,-27%,24%
COc1ccc(S(=O)(=O)N2CCOCC2)cc1NC(=O)COC(=O)CCOc1ccc(C)cc1,-6%,.,-3%,-1,151%[activator],-12%
O=C(O)CCCNC(=O)c1ccccn1,-5%,-1%,?,-14,-15%,-5%
Cc1ccc(-c2[nH]c(=O)n3ccncc23)s1,2%,0%,?,37,-22%,5%
COc1ccc(C2=NCCn3nc4cc([N+](=O)[O-])ccc4c32)cc1,25µM*,.,5%,-26,1%,19%
Cc1ccc(S(=O)(=O)N2CCN(C(=O)Cc3ccccc3)CC2)cc1C,-1%,.,-9%,0,9%,-3%
O=S(=O)(c1ccc(Cl)nc1)N(Cc1ccccc1)Cc1ccccc1,2%,7%,-8%,-6,-17%,49%[activator]
CCOc1ccc(CCNC(=O)CSc2nnnn2-c2ccccc2Cl)cc1OCC,-1%,.,5%,5,.,.
CCOC(=O)CSc1nc2sc3c(c2c(=O)n1Cc1ccccc1)CC(C)CC3 (stereo unspecified),0%,.,-5%,11,.,.
CCOC(=O)C1C(=O)CC(C)(O)C(C(=O)OCC)C1c1cccc(OC)c1 (stereo unspecified),0%,-1%,?,69,12%,6%
COc1cc2[nH]c(=O)n(Cc3ccc(C(=O)NCCCN4CCN(C)CC4)cc3)c(=O)c2cc1OC,2%,2%,-5%,21,2%,4%
O=C(CSc1nnc(NC(=O)c2c(F)cccc2F)s1)NC1CCCC1,1%,?,-11%,-7,-12%,-3%
Cc1cc(F)ccc1NCc1ccccc1[N+](=O)[O-],-1%,?,8%,-22,-33%,?
COc1ccc(S(=O)(=O)NCC2CCC(C(=O)O)CC2)cc1 (stereo unspecified),12%,1%,-12%,51,-18%,2%
CCOC(=O)Cc1csc(NC(=O)c2cccc([N+](=O)[O-])c2)n1,3%,-15%,-15%,?,-27%,-3%
Cc1nc2cc(NC(=O)Nc3cccc4ccccc34)ccc2n1C,.,0%,-1%,76,2%,3%
O=[N+]([O-])c1cccc(CSc2ncnc3ccccc23)c1,-3%,-4%,-8%,-81*,-16%,-18%
COc1ccc(C(C)NC(=O)c2ccccc2Br)cc1OC (stereo unspecified),1%,6%,-4%,13,-11%[2.29 µM],0%
CC(C)=CCC/C(C)=C/CNC(=O)C[C@H]1C[C@H](C(=O)N(C(C)C)C(C)C)[C@@]2(C)c3[nH]c4ccc(Cl)cc4c3CCN2C1=O,.,.,.,7,-1%,-4%
CCOc1ccc2[nH]c(=O)c(=O)[nH]c2c1,0%,-22%,?,-26,-8%,-1%
COc1ccc(C(C)=O)cc1COC(=O)CCC(=O)c1cccs1,.,.,.,-25,-16%,-5%
O=S1(=O)CCC(SCc2nc3sccn3c2Br)C1 (stereo unspecified),-3%,-1%,-13%,21,-1%,22%
N#Cc1ccc(NC(=O)c2cc(-c3cccs3)on2)cc1,1%,1%,2%,-21,-16%,13%

# Bioassay records deposited in PubChem BioAssay by National Center for Advancing Translational Sciences (NCATS).
